# PKA-R1A activ = PKA-R1A complex activation; PKA-R1A dissociation, Cy5-IP20 fluorescence polarization; scaled: DMSO 0%, 113 µM cGMP 100%; 0.083% of 340,000 active; AID 504707; P00514+P68181; activation, % at 11.4 µM;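 active means percent activation above the mean of all tested compounds plus 3 SD, cut at about 19% in these data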;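 further: higher means more PKAc released from R1A so a rise in polarization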
# PKA-R2B activ = PKA-R2B complex activation; P22694+P31323; PKA-R2B holoenzyme dissociation, Cy5-IP20 fluorescence polarization; R2B truncated from residue 108, S112A mutant; 0% DMSO only, 100% 113 µM cGMP; activation, % at 11.4 µM; 0.079% of 340,000 active; AID 504700;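 active means activation above a cutoff set at the mean over all compounds plus 3 SD, cut at about 18% in these data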;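 further: higher means more holoenzyme dissociation and a rise in polarization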
# Target sequence (P31323 whole entry, looked up, other chains not shown, the tested form may be a part): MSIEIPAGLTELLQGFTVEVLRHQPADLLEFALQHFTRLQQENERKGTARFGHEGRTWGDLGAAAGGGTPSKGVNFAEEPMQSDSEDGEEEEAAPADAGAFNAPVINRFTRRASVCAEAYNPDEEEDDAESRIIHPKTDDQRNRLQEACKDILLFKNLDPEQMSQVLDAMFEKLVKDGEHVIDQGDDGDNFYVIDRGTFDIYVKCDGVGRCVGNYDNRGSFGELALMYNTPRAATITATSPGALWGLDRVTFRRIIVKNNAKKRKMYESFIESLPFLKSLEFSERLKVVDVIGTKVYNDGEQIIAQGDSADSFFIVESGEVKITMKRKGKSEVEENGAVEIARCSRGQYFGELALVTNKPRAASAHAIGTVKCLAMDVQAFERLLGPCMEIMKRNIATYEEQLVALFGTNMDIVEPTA
# DAGLB inh = blocks human DAGLB lipase activity | Q8NCG7 | HEK293T DAGLB membrane lysate, EnzChek fluorogenic substrate | inhibition, % at 5.17 µM | 0.059% of 340,000 active | AID 504411; in the data active means inhibition above about 34%;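 further: 0% = enzyme with vehicle and 100% = wells lacking enzyme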
# Target sequence (Q8NCG7 whole entry, looked up): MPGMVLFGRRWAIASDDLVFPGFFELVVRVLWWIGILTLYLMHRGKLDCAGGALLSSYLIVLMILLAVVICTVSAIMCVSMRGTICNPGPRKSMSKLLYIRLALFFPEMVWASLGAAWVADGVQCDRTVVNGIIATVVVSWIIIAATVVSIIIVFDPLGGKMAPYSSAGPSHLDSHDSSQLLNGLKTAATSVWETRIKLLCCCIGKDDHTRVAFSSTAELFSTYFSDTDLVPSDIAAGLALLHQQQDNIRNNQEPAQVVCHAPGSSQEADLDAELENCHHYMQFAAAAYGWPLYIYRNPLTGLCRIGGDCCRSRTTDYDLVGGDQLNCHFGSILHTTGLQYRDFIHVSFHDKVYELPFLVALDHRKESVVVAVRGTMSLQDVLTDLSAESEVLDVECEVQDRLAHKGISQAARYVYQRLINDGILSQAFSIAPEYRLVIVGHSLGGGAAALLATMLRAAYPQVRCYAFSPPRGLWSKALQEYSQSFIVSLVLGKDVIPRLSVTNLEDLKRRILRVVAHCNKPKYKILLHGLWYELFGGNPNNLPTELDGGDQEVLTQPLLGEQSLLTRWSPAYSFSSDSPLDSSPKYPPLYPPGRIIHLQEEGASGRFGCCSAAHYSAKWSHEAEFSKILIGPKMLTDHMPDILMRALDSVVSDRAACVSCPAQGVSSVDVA
# AddAB inh = less growth of phage-infected E. coli with AddAB; E. coli expressing H. pylori AddAB, absorbance growth; inhibition, % at 11.9 µM; 0.29% of 330,000 active; AID 435030; in the data active means inhibition above about 12%;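 further: 0% = vehicle wells of infected cells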
# Ecoli viability = bacterial growth inhibition, counter-screen for AddAB inhibitors | E. coli V3065 growth, OD600 absorbance, 18 h | inhibition, % at 11.9 µM | 0.27% of 330,000 active | AID 449728;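 active means inhibition above the campaign's mean inhibition across all tested compounds plus 3 SD, cut at about 9.9% in these data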;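 further: uninfected addAB+ strain grown without phage in ampicillin broth; 0% = DMSO wells and 100% = ciprofloxacin 0.95 µg/ml wells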
# SUMO Mot1 rescue = blocks SUMOylation pathway, rescuing yeast Mot1-301 growth; S. cerevisiae Mot1-301 growth rescue, ATP luminescence, 38.5C; percent above DMSO median, 100 means doubled; growth rescue, % at 18.8 µM; 1% of 320,000 active;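 active means every valid replicate shows activation above 250% relative to neutral control wells; inactive means the rest, any valid replicate at or below 250%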;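 further: OY570 slx delta 5 strain wells were the positive control but not used for scaling; some compounds called inactive have numbers as strong as hits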
# CDK5 p35 inh = inhibitors of human CDK5/p35 kinase; 0.01% of 330,000 active; inhibition, % at 10 µM; Recombinant CDK5/p35, ADP-Glo luminescence, 60 min;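 active means highest replicate inhibition of at least 50% and at least 75% of replicates reaching 50%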;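 further: plate controls were DMSO neutral control for no effect and GW8510 at 10 µM for full effect; many of its hits are not listed in these tables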
# Tat transport = E. coli Tat transport inhibition; 0.036% of 340,000 active; inhibition, % at 10 µM; E. coli MC4100 TorA-mCherry Tat export, fluorescence;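 active means mean replicate inhibition at least 50% and at least half of replicates individually reaching 50%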;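 further: exported cargo escapes ClpAP degradation while cytoplasmic cargo is degraded and loses fluorescence; 0% = median of neutral control wells and 100% = median of NaSCN control wells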
# HTR5A ag = counter-screen for OPRM1-OPRD1 agonists: human HTR5A agonism; P47898; HTR5A agonist assay, luminescence, cell-based; activation, % at 9.3 µM; 0.61% of 340,000 active; AID 504692; in the data active means activation mostly above about 9.5%, no sharp cut-off; inactive means mostly below about 7.6%;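 further: 0% = cells with vehicle only and 100% = reference agonist; strong numbers were not always called active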
# phage Ecoli inh = E. coli growth loss with phage present. growth absorbance. inhibition, % at 11.9 µM. 0.26% of 360,000 active. AID 651602; in the data active means inhibition above about 11%
# HTR5A inv ctr = counter-screen for OPRM1-OPRD1 inverse agonists: human HTR5A inverse agonism; P47898; HTR5A cell line, luminescence; inhibition, % at 9.3 µM; 0.083% of 340,000 active; AID 504634; in the data active means inhibition mostly above about 23%, no sharp cut-off; inactive means mostly below about 18%;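 further: 0% = cells with DMSO and 100% = no-cell wells with DMSO; some compounds called inactive have numbers as strong as hits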
# Numbers without * were called inactive; · = not tested or not shown; & = joins results of further samples.
1: COC(CN(C(=O)CCl)C(C(=O)NC1CCCC(C)C1C)c1ccc(C)cc1)OC (stereo not drawn)
2: CC(=O)O[C@]1(C(C)=O)CC[C@H]2[C@@H]3C=C(Cl)C4=CC(=O)CC[C@]4(C)[C@H]3CC[C@@]21C
3: Cc1ccc(S(=O)(=O)N/N=C/c2ccccc2F)cc1[N+](=O)[O-]
4: C/C(=N\NC(=O)c1cc(-c2ccccc2C)nc2ccccc12)c1cccnc1
5: COC(=O)c1c(C)nc(C)c2c(=O)oc3ccccc3c12
6: O=C(Nc1ccc(S(=O)(=O)Nc2ccccn2)cc1)c1ccccc1
7: CCCSc1oc(-c2ccco2)nc1S(=O)(=O)c1ccc(C)cc1
8: O=C(Nc1ccc(F)c(F)c1)C1CCCCC1
entry no.	1	2	3	4	5	6	7	8
PKA-R1A activ	8	-13	-1	-3	-19	1	1	4
PKA-R2B activ	1	-1	7	0	-3	-10	2	-8
DAGLB inh	-3	1	-2	-7	2	1	-9	-4
AddAB inh	-0.2	0.6	-3.6	·	2.1	-0.6	3.6	-0.5
Ecoli viability	-0.3	0.2	-3.2	·	2.6	-0.8	0.8	-0.5
SUMO Mot1 rescue	-3	13&11	-7	-11	-17	-9	11	-27
CDK5 p35 inh	-3.2	2.3	1.2	-4.2	0.9	-0.3	0.5	-1.6
Tat transport	5	1	-2	-1	-7	4	8	-1
HTR5A ag	1	3	12*	-4	1	1	0	11
phage Ecoli inh	·	1.2	-0.3	0.8	2.2	2.1	1.8	2.5
HTR5A inv ctr	-10	-12	-46	10	-4	-25	-13	-32

# The closing 3 records of the section before come first, to join the parts:
6: O=C(Nc1ccc(S(=O)(=O)Nc2ccccn2)cc1)c1ccccc1
7: CCCSc1oc(-c2ccco2)nc1S(=O)(=O)c1ccc(C)cc1
8: O=C(Nc1ccc(F)c(F)c1)C1CCCCC1
9: CCc1nnc(NC(=O)c2cccnc2)s1
10: CCCn1nc(CC(=O)OCC)c2ccccc2c1=O
11: COc1ccc(CCn2c(=N)c(C(=O)NC3CCCC3)cc3c(=O)n4ccccc4nc32)cc1OC
12: CCN(CC)c1ccc(/C=C/c2cccc[n+]2C)c(OC)c1
13: CC(=O)SC1CC(=O)N(c2ccc(C(C)(C)C)cc2)C1=O (stereo not drawn)
14: Cc1cc(C(=O)N/N=C/c2ccc(Br)o2)n[nH]1
15: CC(NC(=O)CCN1C(=O)c2ccccc2S1(=O)=O)c1ccccc1 (stereo not drawn)
16: CC(C)(C)NC(=O)CSC(=Nc1ccc(F)cc1)NC#N
entry no.	6	7	8	9	10	11	12	13	14	15	16
PKA-R1A activ	1	1	4	0	-8	-7	10	0	3	7	0
PKA-R2B activ	-10	2	-8	-5	-8	-8	0	-2	-4	-3	0
DAGLB inh	1	-9	-4	1	-4	-3	-15	-2	-1	1	1
AddAB inh	-0.6	3.6	-0.5	3.6	-0.2	-1.8	3.7	-0.2	0.2	1.1	6.0
Ecoli viability	-0.8	0.8	-0.5	1.4	-1.1	0.2	1.1	0.5	-1.4	2.8	1.6
SUMO Mot1 rescue	-9	11	-27	5	4	0	1	10	-2	5	33
CDK5 p35 inh	-0.3	0.5	-1.6	0.1	-0.8	-0.8	-0.6	0.7	0.3	0.8	-0.4
Tat transport	4	8	-1	0	-1	-6	-32	-2	1	9	-2
HTR5A ag	1	0	11	-4	-1	-2	0	5	-1	-1	2
phage Ecoli inh	2.1	1.8	2.5	-0.6	0.6	0.2	1.4	4.1	2.5	1.6	0.5
HTR5A inv ctr	-25	-13	-32	9	-4	-42	-1	-7	13	-34	5

# Reprinted from the part before: two compounds; new compounds follow.
15: CC(NC(=O)CCN1C(=O)c2ccccc2S1(=O)=O)c1ccccc1 (stereo not drawn)
16: CC(C)(C)NC(=O)CSC(=Nc1ccc(F)cc1)NC#N
17: O=C1OCCC1Sc1nnc(-c2cccc(Br)c2)o1 (stereo not drawn)
18: CCCNC(=O)NC(=O)CSc1ncc(C(F)(F)F)cc1Cl
19: COc1ccc(OC)c(C2Nc3ccccc3NC3=C2C(=O)CC(C)(C)C3)c1 (stereo not drawn)
20: O=C(CCS(=O)(=O)c1cc2c(cc1Cl)NC(=O)CO2)NCc1ccccc1
21: O=C(COc1ccccc1)NCC(=O)N/N=C/c1ccc(Cl)cc1
22: CC(=O)c1cccc(OCc2cc(C(=O)N3C[C@H]4CC[C@H]3C4)no2)c1
23: CC1(C)Cc2ccccc2C(/C(=N\Nc2cccc(Cl)c2)C(N)=O)=N1
24: Fc1ccccc1NC(=S)N(CCN1CCCCC1)Cc1ccco1
entry no.	15	16	17	18	19	20	21	22	23	24
PKA-R1A activ	7	0	4	-2	-2	-10	-3	-17	-12	-11
PKA-R2B activ	-3	0	-9	-6	4	1	7	-4	0	-11
DAGLB inh	1	1	-1	0	2	3	-2	-3	11	0
AddAB inh	1.1	6.0	0.4	2.1	0.8	0.7	2.8	4.5	3.4	1.8
Ecoli viability	2.8	1.6	0.1	-1.5	-2.2	-0.8	1.4	1.4	-2.3	-0.1
SUMO Mot1 rescue	5	33	-10	-2	-10	4	7	·	7	·
CDK5 p35 inh	0.8	-0.4	2.0	-1.9	0.2	-7.8	-2.2	1.8	2.3	0.4
Tat transport	9	-2	2	-3	-6	-10	-8	6	19	2
HTR5A ag	-1	2	1	-1	-2	-1	2	1	0	1
phage Ecoli inh	1.6	0.5	3.7	0.5	2.0	3.3	0.0	3.2	-0.6	-0.5
HTR5A inv ctr	-34	5	-44	-1	8	3	-5	-4	-12	-1

25: CCNc1ccc(S(=O)(=O)NCCN(C)C)cc1[N+](=O)[O-]
26: CC(C)C(NC(=O)c1ccco1)C(=O)OCC(=O)Nc1ccc(C(N)=O)cc1 (stereo not drawn)
27: O=C(COC(=O)c1c[nH]c(=O)[nH]c1=O)Nc1ccccc1Br
28: O=S(=O)(Nc1ccc(F)cc1)N1CCOCC1
29: CCN(CC)S(=O)(=O)c1ccc(C)c(NC(=O)CSc2nc3ccccc3[nH]2)c1
30: Nc1c(C(=O)NCC2CCCO2)c2nc3ccccc3nc2n1-c1ccccc1 (stereo not drawn)
31: CCOC(=O)C1(Cc2cccc(Cl)c2)CCCN(C(=O)CCSC)C1 (stereo not drawn)
32: CCOc1ccccc1C1CC(=O)NC(SCC)=C1C#N (stereo not drawn)
entry no.	25	26	27	28	29	30	31	32
PKA-R1A activ	-1	-10	-1	-5	1	8	2	-1
PKA-R2B activ	4	-7	0	4	-10	6	-10	3
DAGLB inh	-2	-1	1	0	1	-1	-3	1
AddAB inh	0.1	2.7	5.0	2.4	4.4	3.2	2.9	1.5
Ecoli viability	-0.1	1.9	2.1	-4.2	0.0	-0.7	0.7	0.8
SUMO Mot1 rescue	-12	·	808*	-12	-6	8	-14	208
CDK5 p35 inh	-1.1	0.6	-1.7	0.2	1.0	-0.9	1.1	-0.9
Tat transport	-1	-7	0	-7	-4	-3	2	4
HTR5A ag	3	-3	3	7	0	-5	-2	-1
phage Ecoli inh	-0.7	2.9	0.7	0.5	3.1	0.1	0.2	1.2
HTR5A inv ctr	5	29	-8	-1	10	10	-16	6

33: Cc1ccc(NC(=O)/C(C#N)=N/Nc2ccc(C(=O)O)cc2)c(C)c1
34: COC(=O)c1ncn(C2OC(COC(C)=O)C(OC(C)=O)C2OC(C)=O)n1 (stereo not drawn)
35: COc1cccc(N2CCN(S(=O)(=O)c3cc4c(cc3Cl)NC(=O)CO4)CC2)c1
36: CN(C)NC(=O)C(NC(=O)c1ccc(N)cc1)C12CC3CC(CC(C3)C1)C2 (stereo not drawn)
37: CC(C)[C@H](NC(=O)NCCc1ccc(F)cc1)C(=O)O
38: CCCn1c(N)c(N(CCOC)C(=O)c2ccc(F)cc2)c(=O)[nH]c1=O
39: COc1ccc(CN2CCNC(=O)C2CC(=O)N2CCCCO2)cc1OC (stereo not drawn)
40: N/C(=N\OC(=O)CC1CCCCC1)c1ccc([N+](=O)[O-])cc1
entry no.	33	34	35	36	37	38	39	40
PKA-R1A activ	-7	-9	-6	1	0	-7	-3	-4
PKA-R2B activ	0	0	-1	-3	-2	2	-2	-1
DAGLB inh	1	-2	4	0	7	-2	2	-5
AddAB inh	0.5	0.0	-0.2	2.8	4.7	2.8	4.4	5.3
Ecoli viability	1.8	-0.2	0.3	-2.1	0.9	-1.6	0.1	2.8
SUMO Mot1 rescue	98	-6	17	8	224	223	2	25
CDK5 p35 inh	1.0	-1.6	0.2	1.3	3.0	1.0	-1.8	1.0
Tat transport	0	1	-11	-10	-20	0	-3	4
HTR5A ag	0	0	-6	-4	4	6	-1	1
phage Ecoli inh	1.4	2.1	1.6	3.9	3.7	-2.3	4.8	-0.5
HTR5A inv ctr	1	-1	19	-6	-16	-17	9	-3

41: Cc1ccccc1CN1CCN(CC(=O)NCc2ccccc2)CC1
42: COc1ccc(C(=O)NC2CC(C)(C)Cc3occc32)cc1 (stereo not drawn)
43: Cc1ccc(NS(=O)(=O)c2ccc(C)c(NC(=O)COc3ccccc3)c2)c(C)c1
44: COC(=O)c1ccc(Oc2c(C)oc3cc(OCc4cnn(-c5ccccc5)c4)ccc3c2=O)cc1
45: O=C(/C=C/c1cccs1)c1ccco1
46: CCOc1ccc(NC(=O)C2CC(=O)N(C(C)C)C2)cc1 (stereo not drawn)
47: CCCOc1ccc(/C=C2/C(=O)ON=C2C)cc1OCC
48: C=CCOc1c(Br)cc(/C=C2/C(=O)ON=C2C)cc1OC
entry no.	41	42	43	44	45	46	47	48
PKA-R1A activ	-8	-5	6	-4	3	-1	3	0
PKA-R2B activ	3	6	-6	-14	3	7	18	-2
DAGLB inh	1	-6	-1	-3	-1	-1	-1	-2
AddAB inh	2.8	2.8	1.8	1.7	·	3.1	0.9	-0.2
Ecoli viability	-1.0	1.5	-1.5	1.4	·	-0.7	0.2	-1.9
SUMO Mot1 rescue	1	-6	-5	·	·	-10	-6	167
CDK5 p35 inh	0.2	0.2	-2.4	-3.4	-0.3	1.3	2.6	2.0
Tat transport	-3	-2	8	11	2	1	-8	-6
HTR5A ag	-5	-4	2	0	0	2	4	3
phage Ecoli inh	4.2	4.6	3.0	0.2	-0.9	2.9	-1.2	0.3
HTR5A inv ctr	17	-16	-6	-11	-1	2	-16	-11

49: CCC(=O)NCCc1nc2ccccc2n1CC(=O)c1ccccc1
50: COc1ccc2c(C)cc(=S)[nH]c2c1
51: CCCCNC(=O)c1onc(CSc2nc3ccccc3[nH]2)c1C(=O)NCCCC
52: Cc1cccc(NC(=O)CSCC(=O)Nc2ccccc2N2CCCCC2)c1
53: COC(=O)c1ccccc1NC(=O)c1ccc2nccnc2c1
entry no.	49	50	51	52	53
PKA-R1A activ	-4	7	4	15	-4
PKA-R2B activ	3	-2	-8	1	15
DAGLB inh	1	1	-3	-2	0
AddAB inh	-2.9	·	4.2	0.7	-0.3
Ecoli viability	-0.9	·	0.9	-0.3	0.2
SUMO Mot1 rescue	-3	·	-7	-14	1
CDK5 p35 inh	0.9	0.2	0.0	0.4	0.5
Tat transport	0	-5	5	8	5
HTR5A ag	3	5	6	8	0
phage Ecoli inh	1.9	2.6	2.5	-2.4	3.8
HTR5A inv ctr	-15	-14	5	-22	6

# Compounds as they come; overall some 2.3% were active at least once.
